Glioma ERSR ind = induces the endoplasmic reticulum stress response in human glioma cells | U87-MG GRP78 promoter luciferase reporter, 16 h | Potency, µM, inactives show at the highest dose activation, usual class: activators | 420,000 tested, 0.02% active | AID 602332; active = well fitted activation curve with a large enough effect; note: series mostly up to about 76 µM; % of control where 0% means no effect; nearly all actives have a fitted effect of over 35% in size
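Stably transfected U87-MG human glioma cells carrying a GRP78-based luminescent sensor were seeded at 1000 cells/well, pin-dosed with compounds and incubated 16 h. Luciferase reagent was then added, and end-point luminescence was read after 10 min at room temperature.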
* hit, by the source's call; & = joins results of further samples. Potency is the fitted concentration of half-maximal effect.

nr	Structure	Glioma ERSR ind
1	COc1ccc(C(=O)N2CCC3(CC2)CN(c2ccc(-c4ccccc4)cc2)C3)cc1	-4%
2	N[C@H](C(=O)O)c1cccc(O)c1	-2%&-4%&-4%
3	Cc1noc(C)c1C(=O)N1CCC2(CC1)CCN(c1ncccn1)CC2	-3%
4	COc1ccc(C(=O)c2ccc(O)cc2)c(O)c1O	0%
5	O=C1O[C@H](CN2CCOCC2)CN1/N=C\c1ccc([N+](=O)[O-])o1	-3%
6	c1cncc(CNc2ccnc(-c3cccnc3)n2)c1	-3%
7	CS(=O)(=O)N1CCC2(CCCN(C(=O)Nc3cccc(C#N)c3)C2)CC1	1%
8	CC(C)Cc1ccc([C@@H](C)C(=O)NS(C)(=O)=O)cc1	3%
9	CCC1OC(=O)C(C)[C@@H](O[C@H]2C[C@@](C)(OC)C(O)C(C)O2)C(C)[C@@H](O[C@@H]2OC(C)CC(N(C)C)C2O)[C@@](C)(O)CC(C)C(=O)[C@@H](C)C(O)[C@]1(C)O (some centres not stated)	-6%
10	C=C(CC[C@@H](C)[C@H]1CCC2[C@]1(C)CC[C@]13C[C@@]14CCC(OC(=O)/C=C/c1ccc(O)c(OC)c1)C(C)(C)[C@@H]4CC[C@@]23C)C(C)C (some centres not stated)	5%
11	Cc1ncc2c(c1CNC(=O)c1ccc3c(c1)OCO3)CCN(C(=O)c1cc3ccccc3n1C)C2	-3%
12	COc1cccc(Cc2nc3cccnc3n2C2CCN(Cc3ccc(C)s3)CC2)c1	-7%
13	CCCNC(=O)OC[C@@H]1O[C@H](CCO/N=C(\C)CCN2CCc3nc(CC)c(CC)cc3C2)C=C[C@@H]1Oc1ccc(OC)cc1	-3%
14	C[C@@H](C(=O)O)c1ccc(N2Cc3ccccc3C2=O)cc1	-11%
15	N#Cc1cccc(-c2nc3cnc(Nc4ccccc4)nc3n(C[C@H]3CCCO3)c2=O)c1	-1%
16	CCCCCC/C=C\CCCCCCCc1cccc(O)c1C(=O)O	-3%
17	COCCn1c(=O)c(CCc2ccccc2)nc2cncnc21	-2%
18	O=C(OCCO)c1ccccc1O	-6%&-5%
19	Cc1cnc(SCc2ccccn2)nc1C1CCCN(C(=O)c2coc3c2C(=O)CCC3)C1 (configuration not stated)	0%
20	CCN1C(=O)[C@H]2[C@H]3[C@H](O)[C@H](O)C/C(=N/NC(=O)OCc4ccc(OC)cc4)[C@@H]3CC[C@@H]2C1=O	-5%
21	Cc1cccc(C(=O)N2CCOc3ccc(CN(C)Cc4cc(C5CC5)n[nH]4)cc3C2)n1	-5%
22	CCCOc1ccc2nc(NC(=O)OC)sc2c1	-6%
23	COc1ccc2c(=O)ccoc2c1	1%
24	Fc1ccc(Nc2ncncc2-c2ccccc2C(F)(F)F)cc1	-5%
25	O=C(c1cccc(F)c1)N1CCC2(CCCN(c3ccccc3)C2)CC1	-2%
26	CN1CCN(c2ncc3nc(-c4ccc(Cl)cc4)c(=O)n(CCC#N)c3n2)CC1	-4%
27	CCCCCCCCCCCC(=O)N(CCO)CCO	-1%
28	CC(=O)Nc1cc(C(=O)N2CCCC(C)C2)cc2ncn(CCc3ccccn3)c12 (configuration not stated)	-5%
29	COc1ccc(C2NC(=S)N3C(c4ccc(OC)c(OC)c4)NC(=S)N23)cc1OC (configuration not stated)	-2%
30	O=c1cc(-c2ccc(O)cc2)oc2c([C@@H]3O[C@H](CO)[C@@H](O)[C@H](O)[C@H]3O)c(O)cc(O)c12	-1%
31	CCOC(=O)[C@H](CCc1ccccc1)NC(C)C(=O)N1CC2(CC1C(=O)O)SCCS2 (some centres not stated)	-4%
32	CC(=O)NCC(=O)NCC1Cc2cc(C)cc(-c3ccccn3)c2O1 (configuration not stated)	-1%
33	COc1cccc(-c2cnc(-c3ccncc3)nc2C2CCN(C(=O)Cc3csc(C)n3)CC2)c1	-3%
34	CN1CCc2nc(-c3ccccc3)c(-c3ccccc3)cc2C1	-6%
35	c1ccc(Nc2ncncc2-c2ccc3c(c2)OCO3)cc1	-1%
36	N#Cc1ccc(CN2CC3(CCN(C(=O)c4cccc(F)c4)CC3)C2)cc1	-5%
37	CCN(CC)CCC[C@H](C)Nc1ccnc2cc(Cl)ccc12	-6%&-5%
38	[O]=[Bi][O]C(=O)[O][Bi]=[O]	-3%
39	CCNc1ncc2nc(-c3cn(C)c4ccccc34)c(=O)n(Cc3ccc(F)cc3)c2n1	-1%
40	Cc1cc(=O)oc2cc(NC(=O)C(CCCCN)NC(=O)C(CC3CCCCC3)NC(=O)OCC3c4ccccc4-c4ccccc43)ccc12 (configuration not stated)	-2%
41	NC(=O)OC[C@@H]1[C@H](NC(=O)/C(=N/OCC(=O)O)c2csc(N)n2)C(=O)N1S(=O)(=O)O	-2%
42	O=C(Nc1cccc(F)c1)N1CCCC2(CCN(C(=O)c3ccncc3)CC2)C1	1%
43	Cc1ccc(S(=O)(=O)N[C@H]2COC(=O)C/C=C\[C@@H](C)[C@H](NS(=O)(=O)c3ccc(C)cc3)COC(=O)C/C=C\[C@H]2C)cc1	-3%
44	COc1cccc(Nc2ncc3ncc(=O)n(C4CC4)c3n2)c1	1%
45	COc1cc2c(cc1O)CCC1C2CC[C@@]2(C)C1CC[C@@H]2O (some centres not stated)	-3%
46	O=S(=O)(c1ccccc1)N1CCC[C@@]2(CCN(C(c3ccccc3)c3ccccc3)C2)C1	-3%
47	COc1cc(=O)n2c(c1C(=O)N(C)C(C)c1ccco1)CCN(C(=O)c1ccc(C(C)=O)cc1)CC2 (configuration not stated)	0%
48	CS(=O)(=O)CCNCc1nc(-c2ccc3ncnc(Nc4ccc(OCc5cccc(F)c5)c(Cl)c4)c3c2)cs1	3%
49	COc1ccccc1CNc1ncnc2sc(C(=O)N3CCN(C)CC3)c(C)c12	-6%
50	Cc1c(C(=O)NCCN2CCC(c3ccccc3)CC2)cnn1-c1nccc(-c2cccs2)n1	-3%
51	Cc1ccc(C(=O)Nc2cccc(-c3nc(CNC(=O)c4cccc(C)c4C)c(C)o3)c2)s1	-6%
52	Cc1cnc(CNc2cc(-c3ccccc3Cl)ncn2)cn1	3%
53	COCCNc1nc(-c2ccccc2Cl)nc2ccccc12	-7%
54	COC(=O)NC(CC(C)=O)c1ccc(Cl)cc1 (configuration not stated)	-4%
55	COc1ccc(CNc2ncncc2-c2ccccc2Cl)c(OC)c1	1%
56	O=C(Nc1ccccc1)N1CCC2(CC1)CCN(C(=O)c1ccncc1)CC2	2%
57	N[C@@H]1CCN(O)C1=O	-6%&-6%
58	CC(=O)c1ccccc1-c1ccc2c(c1)CC(CNC(=O)c1cc(C)on1)O2 (configuration not stated)	1%
59	O=C(C1CCCCC1)N1CC(=O)N2CCc3ccccc3[C@@H]2C1	-4%
60	CCOC(=O)CCN1C(=O)[C@H]2[C@H]3[C@H](O)[C@H](O)C/C(=N/OCc4ccccc4)[C@@H]3CC[C@@H]2C1=O	-6%

Carrying on.
nr	Structure	Glioma ERSR ind
61	COc1ccccc1N1CCN(c2nc(CNC(=O)c3cc(C)oc3C)nc3ccccc23)CC1	1%
62	COc1ccc(-n2c(=O)cnc3cnc(N4CCNCC4)nc32)cc1	-4%
63	CC[C@H](C)[C@H](NC(=O)[C@H](CCCNC(=N)N)NC(=O)[C@@H](NC(=O)[C@H](CCCNC(=N)N)NC(=O)[C@H](CCCCN)NC(=O)[C@H](CCCNC(=N)N)NC(=O)[C@@H](NC(=O)[C@H](CC(N)=O)NC(=O)[C@@H](N)CS)[C@@H](C)O)[C@@H](C)CC)C(=O)N[C@@H](CCC(N)=O)C(=O)N[C@@H](CCCNC(=N)N)C(=O)NCC(=O)N1CCC[C@H]1C(=O)NCC(=O)N[C@@H](CCCNC(=N)N)C(=O)N[C@@H](C)C(=O)N[C@@H](Cc1ccccc1)C(=O)N[C@H](C(=O)N[C@H](C(=O)N[C@H](C(=O)NCC(=O)N[C@@H](CCCCN)C(=O)O)[C@@H](C)CC)[C@@H](C)O)C(C)C	-2%
64	Cc1cnc(C)c(-c2cc(F)c3c(c2)CC(CNC(=O)c2cccc(Cn4cccn4)c2)O3)n1 (configuration not stated)	-2%
65	Cc1cccc(CNc2cc(-c3ccccc3C)ncn2)c1	0%
66	C[N+]1(C)CCC[C@H]1C(=O)[O-]	-3%&-1%
67	CCC(C)(C)C(=O)O[C@@H]1C[C@@H](C)C=C2C=C[C@H](C)[C@H](CC[C@@H]3C[C@@H](O)CC(=O)O3)[C@H]21	-5%
68	COc1cccc(CN2CCOc3ccc(C(O)c4cccnc4)cc3C2)c1 (configuration not stated)	-3%
69	CCNc1ncc2nc(CCc3ccccc3)c(=O)n(CCOC)c2n1	-1%
70	CC(C)c1c(O)c(-c2cc3c(c(C(C)C)c2O)CCC2C(C)(C)CCC[C@@]32C)cc2c1CCC1C(C)(C)CCC[C@@]21C (some centres not stated)	-3%
71	Cc1cc(C)n(CC(=O)N2CCC(n3c(C(C)C)nc4cccnc43)CC2)n1	-5%
72	Cc1ccc2c(c1)cc(CN(C)Cc1nc(C)cs1)c(=O)n2C	-2%
73	O=C1[C@H]2[C@H]3[C@H](O)[C@H](O)C/C(=N/OCc4ccccc4)[C@@H]3CC[C@@H]2C(=O)N1Cc1ccc2c(c1)OCO2	-3%
74	O=c1c(O)c(-c2ccccc2)oc2cc(O)ccc12	-1%
75	NC(C(=O)O)C(O)C(=O)O (configuration not stated)	-3%
76	CCN(Cc1ccncc1)C(=O)[C@@H](CO)c1ccccc1	-4%&-4%
77	CS(C)(=O)=O	-7%
78	CC1(C)SC2C(NC(=O)C(c3ccccc3)S(=O)(=O)O)C(=O)N2C1C(=O)O (configuration not stated)	-4%
79	O=P(O)(O)OC(Cn1cncn1)(Cn1cncn1)c1ccc(F)cc1F	-3%
80	COc1ccc(NC(=O)N2CC[C@@]3(CCCN(C(=O)c4cc(C(F)(F)F)cc(C(F)(F)F)c4)C3)C2)cc1	-2%
81	CCC(=O)CC(NC(=O)OC)c1ccccc1 (configuration not stated)	-5%
82	COc1cccc(Cn2c(=O)c(-c3ccc(Cl)cc3)nc3cnc(N4CCNCC4)nc32)c1	-6%
83	COc1ccc(O[C@H]2C=C[C@@H](c3ccccc3)O[C@H]2COC(=O)CC/C(C)=N\O[C@@H](C)c2cc(-c3c(C)cc(C)cc3C)no2)cc1	-2%
84	CCNc1ncc2ncc(=O)n(CCOC)c2n1	-2%
85	N#Cc1cccc(-c2nc3cnc(N4CCNCC4)nc3n(C3CC3)c2=O)c1	-11%
86	CCNc1ncc2nc(-c3cc(F)cc(F)c3)c(=O)n(Cc3cccs3)c2n1	-2%
87	OC[C@@H](O)C(O[C@@H]1O[C@@H](CO)[C@H](O)[C@H](O)[C@H]1O)[C@H](O)[C@@H](O)CO (some centres not stated)	-4%
88	C/C=C\C1=C(CO)[C@H](O)[C@H]2O[C@H]2[C@H]1O	1%
89	COCCn1c(=O)c(-c2cccs2)nc2cnc(N3CCOCC3)nc21	1%
90	CC(=O)OC[C@@H]1O[C@H](CCON=C(C)C)C=C[C@@H]1OC(C)=O	-4%
91	COc1ccc(C(=O)N2CCC3(CCCN(Cc4cc(C(F)(F)F)cc(C(F)(F)F)c4)C3)CC2)cc1	-3%
92	Cc1cccc(CNc2cc(-c3ccccc3CN(C)C)ncn2)c1	-2%
93	CS(=O)(=O)N1CCC2(CCN(c3ccccn3)CC2)CC1	-1%
94	Cn1cccc1C(=O)N1CCC2(CC1)CCN(c1ccncc1)CC2	-4%
95	O=C(NC1CCN(Cc2ccccc2)CC1)c1ccc(I)cc1	-1%&-3%
96	O=c1c(-c2cccc(F)c2)nc2cncnc2n1C1CC1	-3%
97	COC(=O)N1CCC2(CCCN(C(=O)Nc3ccc(OC)cc3)C2)CC1	1%
98	COc1ccc(OC2C=CC(C#Cc3ccc(C(C)(C)C)cc3)OC2CO)cc1 (configuration not stated)	-1%
99	COc1cccc(-c2cncnc2NCCc2c[nH]c3ccc(OC)cc23)c1	-5%
100	Cc1c(C(=O)N(C)C2CCOC2)cnn1-c1ncc2c(n1)-c1ccccc1CCC2 (configuration not stated)	3%

Molecules listed so far with a CF3 group (three):
nr	Structure	Glioma ERSR ind
24	Fc1ccc(Nc2ncncc2-c2ccccc2C(F)(F)F)cc1	-5%
80	COc1ccc(NC(=O)N2CC[C@@]3(CCCN(C(=O)c4cc(C(F)(F)F)cc(C(F)(F)F)c4)C3)C2)cc1	-2%
91	COc1ccc(C(=O)N2CCC3(CCCN(Cc4cc(C(F)(F)F)cc(C(F)(F)F)c4)C3)CC2)cc1	-3%

Part of the list above in order of number of heavy atoms, smallest number first:
nr	Structure	Glioma ERSR ind
97	COC(=O)N1CCC2(CCCN(C(=O)Nc3ccc(OC)cc3)C2)CC1	1%
41	NC(=O)OC[C@@H]1[C@H](NC(=O)/C(=N/OCC(=O)O)c2csc(N)n2)C(=O)N1S(=O)(=O)O	-2%
21	Cc1cccc(C(=O)N2CCOc3ccc(CN(C)Cc4cc(C5CC5)n[nH]4)cc3C2)n1	-5%
80	COc1ccc(NC(=O)N2CC[C@@]3(CCCN(C(=O)c4cc(C(F)(F)F)cc(C(F)(F)F)c4)C3)C2)cc1	-2%

Going on with the list.
nr	Structure	Glioma ERSR ind
101	Nc1nc2c(ncn2[C@@H]2O[C@H](CO)[C@@H](O)[C@H]2O)c(=O)[nH]1	-4%
102	COc1ccccc1CN1CCCC2(CCN(C(=O)c3cccc(F)c3)CC2)C1	-4%
103	CCN1C(C)=C(C(=O)OC(C)C)C(c2ccccc2Cl)C(C(=O)O)=C1C(=O)O (configuration not stated)	1%
104	Cc1c2oc3c(C)ccc(C(=O)N[C@@H]4C(=O)N[C@@H](C(C)C)C(=O)N5CCC[C@@H]5C(=O)N(C)CC(=O)N(C)[C@@H](C(C)C)C(=O)O[C@H]4C)c3nc-2c(C(=O)N[C@@H]2C(=O)N[C@@H](C(C)C)C(=O)N3CCC[C@@H]3C(=O)N(C)CC(=O)N(C)[C@@H](C(C)C)C(=O)O[C@H]2C)c(N)c1=O	-6%
105	Cn1c(C2CCC2)nc2cc(C(=O)N3CCOc4ccccc4C3)cc(NC(=O)C3CCCO3)c21 (configuration not stated)	-3%
106	CN(C)c1ccc(-c2nccc(NCc3ccccc3)n2)cc1	-6%

These rows are one share of the data; the hit share may differ from the screen's.
